# Screening data as filed in PubChem.
# Diaphorase act: compounds boosting diaphorase resazurin reduction – biochemical, uHTS, resorufin fluorescence, counter-screen for diaphorase-coupled primary assays, primary screen; Diaphorase/resazurin coupled assay, 16 min; active compounds read high; 1 = vehicle wells, 0 = NADH-free wells; activation factor at 20 µM; 190,000 compounds, 0.005% hits; AID 1229, 2008;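 active means diaphorase activity raised at least twofold by the compound at 20 µM; inactive means activation factor below 2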
#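 Measured by – red resorufin fluorescence at 544/590 nm excitation/emission · Test system – Clostridium kluyveri diaphorase, purified enzyme · Incubation – reaction time 16 min, room temperature · Buffer or medium – 50 mM HEPES pH 7.4 with 4.542 mM MgCl2, 0.005% Tween 20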
# bIAP activator: bovine intestinal alkaline phosphatase activators, primary screen, biochemical, bovine IAP, CDP-star luminescence; activation factor at 20 µM; 200,000 compounds, 0.17% hits; purified bovine IAP, 30 min; active compounds read high; fold of DMSO-control signal, blank-subtracted;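 active means activation factor of 2 or more at 20 µM, a signal rise over negative controls twice the positive control's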
# PMI act: activators of human PMI, primary screen, biochemical, fluorescence intensity, near-Km mannose 6-phosphate; Mannose-6-phosphate isomerase (Homo sapiens), P34949; purified human PMI, coupled resazurin fluorescence, 20 min; active compounds read high; 1 = vehicle control, 0 substrate-free wells; activation factor at 20 µM; 190,000 compounds, 0.005% hits; AID 1214, 2008;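 active means activation factor of 2 or more at 20 µM, relative to plate controls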
# Target sequence (P34949 whole entry, looked up): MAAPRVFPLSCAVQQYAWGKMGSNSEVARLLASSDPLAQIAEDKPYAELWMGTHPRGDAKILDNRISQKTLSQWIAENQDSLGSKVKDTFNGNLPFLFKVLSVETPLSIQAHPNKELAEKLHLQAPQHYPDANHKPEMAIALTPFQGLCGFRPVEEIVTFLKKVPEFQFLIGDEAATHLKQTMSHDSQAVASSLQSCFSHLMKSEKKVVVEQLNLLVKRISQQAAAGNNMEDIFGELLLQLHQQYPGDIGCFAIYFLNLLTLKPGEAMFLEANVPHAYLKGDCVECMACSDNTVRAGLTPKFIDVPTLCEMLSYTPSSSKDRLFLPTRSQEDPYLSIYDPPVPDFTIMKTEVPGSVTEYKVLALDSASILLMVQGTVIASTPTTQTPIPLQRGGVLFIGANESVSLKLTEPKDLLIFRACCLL
# TNAP act hiacc: TNAP activators at high phosphate acceptor level, primary screen, biochemical, luminescence, uHTS. Alkaline phosphatase, tissue-nonspecific isozyme (Homo sapiens), P05186. purified TNAP, CDP-star luminescence, 1 M DEA, 30 min; active compounds read high; 0 = EDTA background, 1 = DMSO-only activity. activation factor at 20 µM. 200,000 tested, under 10 active. AID 1136, 2008;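 active means activation factor at least 2 at 20 µM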
# Target sequence (P05186 whole entry, looked up): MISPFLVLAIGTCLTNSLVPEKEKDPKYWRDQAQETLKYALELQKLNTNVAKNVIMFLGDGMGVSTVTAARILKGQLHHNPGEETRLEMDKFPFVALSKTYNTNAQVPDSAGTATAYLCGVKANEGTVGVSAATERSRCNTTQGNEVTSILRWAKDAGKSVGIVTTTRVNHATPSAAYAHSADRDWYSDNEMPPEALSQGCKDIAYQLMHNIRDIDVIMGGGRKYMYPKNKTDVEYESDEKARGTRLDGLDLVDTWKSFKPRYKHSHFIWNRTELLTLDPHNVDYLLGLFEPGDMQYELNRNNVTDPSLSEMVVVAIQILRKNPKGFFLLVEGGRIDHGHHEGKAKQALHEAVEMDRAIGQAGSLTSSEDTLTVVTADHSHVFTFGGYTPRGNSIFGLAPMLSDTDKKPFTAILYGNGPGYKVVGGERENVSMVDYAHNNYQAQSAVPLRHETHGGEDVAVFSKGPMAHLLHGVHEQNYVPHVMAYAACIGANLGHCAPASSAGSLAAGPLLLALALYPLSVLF
#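 Assay system: human TNAP; Input: enzyme diluted 1/800 final; Reagent: CDP-star luminogenic substrate at 100 µM final; Timing: 30 min, room temperature; Signal: luminescence; Evaluation: TNAP activation factor scaled between EDTA and DMSO control wells.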
# Diaphorase inh: diaphorase inhibitors and chemical oxidizers, primary screen, counter-screen for diaphorase-coupled primary assays, biochemical, uHTS, resorufin fluorescence. inhibition, % at 20 µM. diaphorase resazurin-to-resorufin fluorescence, NADH, 16 min; bacterial (C. kluyveri) enzyme, not human. 190,000 compounds, 0.69% hits;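 active means primary screen inhibition at 20 µM above a set limit, cut at about 50% in these data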;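 further: plate controls were DMSO with full reaction for no effect and wells lacking NADH for full effect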
#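 Assay system: diaphorase enzyme from Clostridium kluyveri; Input: enzyme working solution with 0.14 U/mL diaphorase; Timing: 16 min at room temperature; Technique: resorufin fluorescence, excitation 544 nm, emission 590 nm; Benchmarks: positive control minus NADH, DMSO neutral control.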
# bIAP inh: bovine intestinal alkaline phosphatase inhibitors, primary screen, selectivity assay for TNAP inhibitor project, biochemical, bovine IAP, CDP-star luminescence. inhibition, % at 20 µM. 190,000 tested, under 10 active. AID 1019, 2008. purified bovine IAP, 30 min;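 active means over 50% inhibition of intestinal alkaline phosphatase at 20 µM in the single-dose screen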
#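 Assay system: bovine IAP enzyme; medium: DEA buffer 100 mM, pH 9.8, with MgCl2 1.0 mM, ZnCl2 0.02 mM; doses: 20 µM single dose; incubation: enzyme reaction for 30 min at room temperature; detection: CDP-star luminescence signal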
# L major viab: Leishmania major promastigote growth inhibition, primary screen; inhibition, % at 10 µM; Leishmania major promastigotes, resazurin fluorescence viability; 200,000 compounds, 9% hits; AID 1063, 2008; in the data active means inhibition above about 50%;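 further: promastigotes grown with compound for 44 hours at 28 °C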
# TNAP inh noacc: human TNAP enzyme inhibitors, primary screen, biochemical, luminescent, no phosphate acceptor, uHTS; Alkaline phosphatase, tissue-nonspecific isozyme (Homo sapiens), P05186; inhibition, % at 20 µM; purified TNAP, CDP-star luminescence, 30 min; 200,000 compounds, 0.26% hits;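 active means tissue-nonspecific alkaline phosphatase inhibition above about 50% at 20 µM in the single-dose screen, limit read from the data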;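 further: 0% = DMSO negative control and 100% = EDTA positive control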
# PMI act hi M6P: human PMI activators, high substrate, primary screen, biochemical, fluorescence intensity, near-saturating mannose 6-phosphate; coupled PMI enzyme assay, resazurin fluorescence, 20 min; active compounds read high; 1 = untreated enzyme, 0 = substrate-free blank; activation factor at 20 µM; 190,000 compounds, 0.34% hits; AID 1216, 2008;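 active means activation factor of 2 or more at 20 µM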
#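 Test system: human phosphomannose isomerase with PGI, G6PDH, diaphorase coupling enzymes; Amount: PMI at 15 ng/mL final; Reagent: Mannose-6-phosphate 1.0 mM (near-saturating) plus 0.22 mM NADP+; Timing: 20 min, room temperature; Technique: resorufin fluorescence at Ex 544/Em 590 nm; Dosing: 20 µM single dose.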
# TNAP inh hi DEA: human TNAP enzyme inhibitors, primary screen, biochemical, luminescent, high phosphate acceptor level, uHTS; Alkaline phosphatase, tissue-nonspecific isozyme (Homo sapiens), P05186; 200,000 compounds, 0.03% hits; inhibition, % at 20 µM; purified TNAP, CDP-star luminescence, 1 M DEA;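 active means over 50% inhibition of tissue-nonspecific alkaline phosphatase at 20 µM in the single-dose screen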;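 further: plate controls were DMSO wells for no effect and EDTA-quenched wells as full inhibition for full effect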
# * = called active by the depositor; x = no result given.
SMILES	Diaphorase act	bIAP activator	PMI act	TNAP act hiacc	Diaphorase inh	bIAP inh	L major viab	TNAP inh noacc	PMI act hi M6P	TNAP inh hi DEA
COc1ccc(-n2c(C)cc(/C=C3/SC(=S)N(C)C3=O)c2C)cc1	0.7	1	0.8	0.8	26	-4	2	7	0.5	17
Cc1ccc(OCC(=O)N(Cc2ccccc2)C(C)C)c([N+](=O)[O-])n1	0.9	1	0.9	1	6	1	-2	-12	1	4
C=C(C)CNC(=S)N1CCNC(=O)C1CC(=O)OC (configuration not stated)	0.9	0.9	1.1	1.1	8	8	78*	-6	1	-5
Cc1ccc(C(=O)N(CN2CCCC2=O)c2ccccc2)cc1	1	1	1	1	-4	-3	19	-10	1	-1
COc1ccc(Nc2nc(N)nc(COc3ccc(OC)cc3)n2)cc1	0.8	0.9	1	1.1	16	10	1	-10	1	-7
Cc1ccc(C=Nc2ccccc2C(N)=O)cc1	1	1	0.9	1.1	4	3	2	-8	1	-5
CC(C)Nc1nc(NC(C)(C)C)nc(Oc2ccc(=O)n(-c3ccccc3)n2)n1	0.8	1	0.9	1.1	21	-5	5	-8	1	-5
COc1ccc(Nc2nc(-c3ccccc3)c3ccccc3n2)cc1	0.8	1.4	0.9	1	19	-40	34	20	0.9	4
COc1ccc(/C=C/C(=O)c2ccccc2O)cc1	1	1	0.9	1	4	0	3	-6	0.9	-1
COn1c(=S)[nH]c2ccccc2c1=O	0.7	1	1	1.1	25	5	-6	-6	1	-6
O=C(COc1ccc(Cl)cc1Cl)Nc1ccc2nc3n(c(=O)c2c1)CCCC3	0.8	0.9	1	1	22	8	42	-6	1	-3
CCOc1ccc(N2CC(O)=C(c3ccccc3)C2=N)cc1	0.9	1.1	1	1	9	-9	-3	-12	0.9	-3
Cc1ccc(SCc2noc(C(=O)NCC3CCCO3)c2C(=O)O)cc1C (configuration not stated)	1	1	0.9	1	2	-2	-15	-3	1	-3
CCO[C@H]1OC(C(=O)Nc2ccccc2)=C[C@@H](c2ccc(C(F)(F)F)cc2)[C@@H]1CCCO	0.8	1	0.7	1	25	-5	38	2	0.7	2
COc1ccc(C(C)=O)cc1COC(=O)C(CO)NS(=O)(=O)c1ccc(Br)cc1 (configuration not stated)	0.8	0.9	1	1	15	8	2	-6	1	0
O=C1CCc2ccc(NS(=O)(=O)c3ccc(F)cc3)cc2N1	1.1	1.1	1.1	1	-12	-9	-4	-9	1.1	-3
CCOc1ccc(N2C(=O)Nc3ccccc3C2(O)C(=O)N2CCN(c3ccccn3)CC2)cc1 (configuration not stated)	0.8	1	0.9	1	16	-5	10	-8	0.9	0
CCCN1/C(=C2/SC(=S)N(CC)C2=O)C=Cc2ccccc21	1	0.5	1	0.7	4	x	-5	21	1	34
O=C(Cc1ccccc1)NCCSC1CCCCC1	1.1	1.1	1	1	-6	-13	-2	2	1	-4
CC(c1cc2ccccc2s1)N(O)C(N)=O (configuration not stated)	1	0.9	1	1.1	2	10	x	-11	1.1	-5
Cc1ccc(CN2C(=O)CCC2C(=O)NC2CC2)cc1 (configuration not stated)	1	0.9	1	1	4	6	-6	-7	0.9	-1
Cc1ccc(Oc2nc(CN3CCOCC3)nc3sc4c(c23)CCC(C)C4)cc1C (configuration not stated)	1	1	0.9	1.1	-2	2	97*	-25	1	-6
Cn1c2ccccc2c2c(C(=O)O)cn(C3CCCC3)c(=O)c21	0.8	1	0.9	1.1	25	4	-6	-19	0.9	-5
C=CCNC(=S)N/N=C(\C)c1cccc(OC)c1	0.9	0.9	1	1	6	11	13	8	1	0
N#CC(C(=O)NC1CCCCC1)c1nc2ccccc2nc1N1CCOCC1 (configuration not stated)	0.9	0.9	1	1	13	13	x	4	1	5
Cc1cccn2c(=O)c3cc(C(=O)NCC4CCCO4)c(=N)n(Cc4cccnc4)c3nc12 (configuration not stated)	0.9	0.9	0.8	1	7	11	17	-10	1	-3
N/C(Cc1ccc([N+](=O)[O-])cc1)=N\OC(=O)c1ccccc1F	0.8	0.9	1	1.1	16	9	-1	-8	1	-10
CN(C)CCCN(C(=O)COc1ccccc1)c1nc2ccc(Cl)cc2s1	1	1	1.1	1	0	-1	13	-15	1.1	3
CCOC(=O)C1=C(c2ccccc2)OC(N)=C(C#N)C1c1ccc(Br)s1 (configuration not stated)	1	0.9	0.9	1	4	13	9	-41	0.8	-2
O=C(CC(c1ccccc1)c1ccccc1)Nc1ccc2c(c1)OCCO2	0.8	1.2	0.8	1.1	24	-17	13	-19	0.8	-8

# Entries listed so far containing bromine:
SMILES	Diaphorase act	bIAP activator	PMI act	TNAP act hiacc	Diaphorase inh	bIAP inh	L major viab	TNAP inh noacc	PMI act hi M6P	TNAP inh hi DEA
COc1ccc(C(C)=O)cc1COC(=O)C(CO)NS(=O)(=O)c1ccc(Br)cc1 (configuration not stated)	0.8	0.9	1	1	15	8	2	-6	1	0
CCOC(=O)C1=C(c2ccccc2)OC(N)=C(C#N)C1c1ccc(Br)s1 (configuration not stated)	1	0.9	0.9	1	4	13	9	-41	0.8	-2

# The list continues.
SMILES	Diaphorase act	bIAP activator	PMI act	TNAP act hiacc	Diaphorase inh	bIAP inh	L major viab	TNAP inh noacc	PMI act hi M6P	TNAP inh hi DEA
CCC1CCCCN1C(=O)COc1cc(=O)n(C)c2ccccc12 (configuration not stated)	0.8	0.9	1	1.1	20	7	-6	-19	1	-6
COc1cc2c(cc1NC(=O)c1cc(-c3ccccn3)nc3ccccc13)oc1ccccc12	1	0.9	0.9	1.1	1	6	4	-4	1	-6
CCc1c(C(C)S(=O)(=O)c2ccc(C)cc2)[nH]c(=O)n1-c1ccc(C)cc1 (configuration not stated)	0.9	1	1.2	1	8	0	-1	-3	1.4	1
COc1ccccc1NC(=S)N1CCC(c2nc3cc(C)c(C)cc3[nH]2)CC1	0.8	1	0.9	1	16	-4	4	-12	0.9	-4
CCOc1ccc(N2C(=O)/C(=C\c3ccc(O)c(OC)c3)S(=O)(=O)C2c2cccc([N+](=O)[O-])c2)cc1 (configuration not stated)	0.9	0.8	1.1	0.7	14	22	22	-2	1.1	28
COc1cc(C2c3c(-c4cc(C)cc(C)c4O)n[nH]c3C(=O)N2CCCO)cc(OC)c1OC (configuration not stated)	0.8	1.3	0.9	1.1	23	-25	24	-34	0.9	-6
CCOC(=O)Cc1csc(NC(=O)c2ccc(Br)s2)n1	0.9	0.9	0.9	1.1	6	6	3	-6	1	-6
Nc1nnc(CCS(=O)(=O)c2ccc(Cl)cc2)s1	0.8	0.9	0.8	1	17	9	-2	-4	0.9	-1
O=C(Nc1cccc(F)c1)c1ccccc1-c1ccccc1	0.8	0.6	0.8	1	23	42	-1	-12	0.8	2
CCc1cc2ccccc2nc1SCC(=O)Nc1cc(C)on1	0.9	0.9	0.9	1.1	6	6	-4	-9	0.9	-5
COn1c(-c2ccc(Cl)cc2Cl)nc2ncccc21	1	1.2	1	1	5	-18	-7	-6	1	-2
CC1CCOC2(O1)C(=O)N(CN1CCN(c3ccccc3F)CC1)c1ccccc12 (configuration not stated)	0.9	1	1	1	15	4	-6	-10	0.9	-2
O=C(N/N=C/C=C/c1ccc(Br)cc1)C(O)c1ccccc1 (configuration not stated)	1	1.1	1.1	1.1	5	-11	-4	-14	1	-6
CCNC(=O)COC(=O)C1CCC(=O)N(c2ccc(OC)cc2)C1c1ccc(OC)cc1 (configuration not stated)	1.1	1.1	1.1	1.1	-7	-12	-3	-22	1.1	-6
C=CCn1c(CCCOc2ccc(Cl)cc2Cl)n[nH]c1=S	0.8	1.1	0.9	1	22	-10	0	22	1	1
Cc1snc(S(=O)(=O)Cc2c(Cl)cccc2Cl)c1C#N	0.9	0.9	0.9	1.1	12	14	-1	-5	1	-7
CCOC(=O)c1cnc(SC)nc1Sc1ccccc1	0.9	0.9	0.9	1.1	11	14	-5	-4	1	-7
COc1ccc(C(=O)Nc2c(Cl)cc(Cl)cc2C(=O)N2CCC(C)CC2)cc1	0.9	1.4	0.9	1	11	-42	35	-6	0.9	-4
COc1ccc(OC)c(CN2CCC(C(=O)N3CCOCC3)CC2)c1	0.9	1	1	1	14	4	-5	-11	1	-5
CCn1c(N2CCN(S(=O)(=O)CC)CC2)nc2ccccc21	1.1	0.8	1.1	1	-12	18	-10	-5	1.1	-2
COC(=O)C1=C(NC(C)=O)CCS1	1	0.9	1.1	1	-1	7	-6	-10	1.1	-2
Cn1cccc1-c1cc(C(=O)O)[nH]n1	0.9	0.5	1.1	1	11	x	x	70*	1	2
COc1cc(C2/C(=C(\O)c3cc(C)ccc3C)C(=O)C(=O)N2CCN(C)C)ccc1O (configuration not stated)	0.8	1	1.1	1.1	22	0	-4	-13	0.9	-7
CCn1c(/C(C#N)=N/O)nc2ccccc21	0.9	1	0.9	1.1	10	1	-6	-9	0.9	-5
Cc1ccc(NS(=O)(=O)c2ccc(OCC(=O)Nc3cccc([N+](=O)[O-])c3)c(C)c2)cc1	0.8	1	0.9	1.1	23	3	100*	-10	1	-6
N#C/C(=C(/O)CCCl)c1ccccn1	0.9	1.1	1.2	1.1	10	-12	-12	-5	1	-5
CCCc1c(C)nc2c(OC)cccc2c1SCC(=O)O	0.9	1.1	1	1	14	-6	-5	-6	1	-1
CC1Oc2ccccc2C=C1/C=N/NC(=O)c1ccccc1 (configuration not stated)	0.8	0.8	0.9	1	16	15	17	-7	1	-3
S=c1[nH]c2cc(Cl)ccc2s1	0.9	1	1.2	1	12	5	-2	-5	1.2	-1
